PERK inh = blocks human PERK kinase; inhibition, % at 5.6 µM; CHO PERK-DD fusion, SEAP luminescence translation reporter; hit rate 0.17% among 220,000; Q9NZJ5;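 active = inhibition above the mean inhibition of all tested compounds plus 3 SD, set separately per screening campaign, cut at about 2.9% in these data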;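 note: PERK kinase domain activated by AP20187 dimerizer at 100 nM; 0% = DMSO with dimerizer and 100% = rapamycin at 8.4 µM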
Mdm2 ligase inh = Mdm2 E3 ligase (human) inhibition | AID 1230 | cell-based MDM2 ubiquitination luciferase reporter, 2 h; 0 = plate control, 100 = twice control, blank-subtracted | hit rate 0.11% among 210,000 | Q00987 | signal enhancement, % at 5 µM;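 active = signal enhancement of 30% or more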;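 note: luminescence tracks abundance of the self-degrading MDM2-luciferase fusion protein; higher signal means inhibition of MDM2 E3 ligase activity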
Target sequence (Q00987 whole entry, looked up, the tested form may be a part): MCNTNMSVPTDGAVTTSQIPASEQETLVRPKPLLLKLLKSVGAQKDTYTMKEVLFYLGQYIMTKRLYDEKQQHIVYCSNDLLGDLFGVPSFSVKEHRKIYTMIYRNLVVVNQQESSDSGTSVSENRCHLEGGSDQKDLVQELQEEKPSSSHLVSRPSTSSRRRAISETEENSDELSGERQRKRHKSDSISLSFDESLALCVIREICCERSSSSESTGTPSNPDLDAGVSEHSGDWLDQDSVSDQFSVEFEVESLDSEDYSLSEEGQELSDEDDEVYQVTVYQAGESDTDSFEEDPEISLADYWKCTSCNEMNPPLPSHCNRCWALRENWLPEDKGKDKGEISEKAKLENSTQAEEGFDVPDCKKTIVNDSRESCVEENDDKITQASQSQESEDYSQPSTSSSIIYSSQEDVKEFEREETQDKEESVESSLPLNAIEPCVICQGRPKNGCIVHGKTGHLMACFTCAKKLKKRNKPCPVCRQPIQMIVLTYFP
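System: stable MDM2–luciferase fusion reporter cells / Input: 2000 cells seeded into each well / Schedule: 4 h settle plus 2 h compound, 37 °C / Compound: single-point 5 µM / Buffer or medium: cells held in DMEM / Benchmarks: control and blank well means / Evaluation: percent signal gain over controls, blank-subtracted / Measured by: luciferase luminescence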
zVAD death inh = L929 zVAD cell death inhibition. L929 zVAD necroptosis rescue, ATP luminescence, 24 h; with zVAD 60 µM. viability rescue, % at 10 µM. hit rate 0.38% among 220,000;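 active = activation, scaled between plate controls, above about 75%, limit read from the data; inactive = activation under that limit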;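 note: 0% = zVAD with DMSO and 100% = DMSO alone without zVAD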
TNF necrop inh = blocks TNF-alpha induced death of Jurkat FADD-/- cells; activation (protection from cell death), % at 10 µM; hit rate 0.068% among 220,000; Jurkat FADD-/- TNF necroptosis rescue, ATP luminescence, 24 h; 0 = TNF only, 100 = no-TNF cells;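 active = activation, meaning protection from cell death, of at least 50% relative to plate controls; inactive = activation below 50%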;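 note: necroptosis triggered by 40 ng/mL TNF-alpha added together with compound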
Cl transport mod = KCC2 (human) Cl- transport modulation. KCC2 cells, thallium flux FluoZin-2 fluorescence. B-score of Tl+ flux slope (higher = more flux/activation; lower = inhibition) at 10 µM. hit rate 2.2% among 190,000. Q9H2X9. AID 1456;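 active = thallium flux slope and its plate-corrected score both differing from the plate sample mean at a set confidence after two filtering rounds, in either direction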;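 note: slope of fluorescence scaled to starting intensity during 10 to 20 s after thallium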
Rad51 HR inh = Rad51 (human) homologous recombination inhibition | Q06609 | hRad51 DNA strand exchange, fluorescence dequenching | inhibition, % at 10 µM | hit rate 0.085% among 200,000 | AID 1385;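 active = inhibition above 40% at the single screening dose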;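 note: 0% = DMSO control wells and 100% = blanks with heterologous ssDNA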
Target sequence (Q06609 whole entry, looked up): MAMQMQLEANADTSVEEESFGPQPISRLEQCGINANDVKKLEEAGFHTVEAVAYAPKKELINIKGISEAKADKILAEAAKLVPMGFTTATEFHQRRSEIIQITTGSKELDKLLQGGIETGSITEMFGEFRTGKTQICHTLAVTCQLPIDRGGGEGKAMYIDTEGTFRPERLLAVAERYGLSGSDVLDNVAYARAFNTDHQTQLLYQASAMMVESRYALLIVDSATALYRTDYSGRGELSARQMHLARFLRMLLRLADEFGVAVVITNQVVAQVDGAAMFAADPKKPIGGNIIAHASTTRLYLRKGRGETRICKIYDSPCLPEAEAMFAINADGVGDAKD
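Material: Human Rad51 nucleoprotein filaments preassembled on unlabelled ssDNA | Also added: Labelled 47-mer dsDNA for strand exchange | Dosing: Single dose, 10 µM final compound | Schedule: 30-min compound preincubation and 15-min exchange, both room temperature | Technique: Fluorescence dequenching at 485/520 nm | Measure: Percent inhibition relative to plate controls and blanks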
Starred values were filed as active, the others as inactive; nt = no result given. The list is partial; rates above refer to the full screens.

Field names: A = PERK inh; B = Mdm2 ligase inh; C = zVAD death inh; D = TNF necrop inh; E = Cl transport mod; F = Rad51 HR inh
1. COc1cc(-c2ccc3oc(-c4ccsc4)cc3c2)cc(OC)c1OC
  A = nt	B = nt	C = nt	D = nt	E = nt	F = -6
2. O=C(Nc1ccc(C2CCCCC2)cc1)C1CCCN(c2ncccn2)C1 (stereo not given)
  A = nt	B = nt	C = nt	D = nt	E = nt	F = -5
3. COc1ccc(CCNC(=O)c2c(O)c3cccc4c3n(c2=O)CC4)cc1OC
  A = nt	B = nt	C = nt	D = nt	E = nt	F = 4
4. O=C1c2cc(O)cc(O)c2C(=O)c2c1cc(O)c([C@@H](CO)CCO)c2O
  A = nt	B = nt	C = nt	D = nt	E = nt	F = -10
5. COC(=O)C1N[C@@H]([C@@H](NC(=O)COc2ccccc2)C(=O)NCc2ccc(OC)cc2)SC1(C)C (stereo not given in full)
  A = nt	B = nt	C = nt	D = nt	E = nt	F = 4
6. CCCCOc1ccc(Cl)cc1Nc1nc(NCCO)nc(N2CCCC2)n1
  A = nt	B = nt	C = nt	D = nt	E = nt	F = 1
7. CC(C)NCC(O)COc1ccc(COCCOC(C)C)cc1 (stereo not given)
  A = nt	B = nt	C = nt	D = nt	E = nt	F = -8
8. CC(C)CC(CO)N1CCN(C(=O)c2ccccc2)CCC1=O (stereo not given)
  A = nt	B = nt	C = nt	D = nt	E = nt	F = 3
9. CC(=O)NC(CC(C)C)C(=O)NC(CO)C(=O)NC(CCC(=O)O)C(=O)NC(C)C(=O)NC(CC(C)C)C(N)=O (stereo not given)
  A = nt	B = nt	C = nt	D = nt	E = nt	F = 1
10. C#Cc1ccc([C@@H]2C=C(C(=O)NCc3ccccc3)O[C@H](OCCCCO)C2)cc1
  A = nt	B = nt	C = nt	D = nt	E = nt	F = -4

The closing 2 entries of the part before are carried over, then new ones follow.
Field names: A = PERK inh; B = Mdm2 ligase inh; C = zVAD death inh; D = TNF necrop inh; E = Cl transport mod; F = Rad51 HR inh
9. CC(=O)NC(CC(C)C)C(=O)NC(CO)C(=O)NC(CCC(=O)O)C(=O)NC(C)C(=O)NC(CC(C)C)C(N)=O (stereo not given)
  A = nt	B = nt	C = nt	D = nt	E = nt	F = 1
10. C#Cc1ccc([C@@H]2C=C(C(=O)NCc3ccccc3)O[C@H](OCCCCO)C2)cc1
  A = nt	B = nt	C = nt	D = nt	E = nt	F = -4
11. COc1cc2c(c(OC)c1CC=C(C)C)C[C@H](c1ccc(O)cc1O)CO2
  A = nt	B = nt	C = nt	D = nt	E = nt	F = 0
12. O=C1C=C(c2ccc(F)nc2)CCC1
  A = nt	B = nt	C = nt	D = nt	E = nt	F = -10
13. C=C1/C(=C\C=C2/CCC[C@]3(C)[C@@H]([C@H](C)/C=C/[C@@H](O)C4CC4)CC[C@@H]23)C[C@@H](O)C[C@@H]1O
  A = nt	B = nt	C = nt	D = nt	E = nt	F = -13
14. O=C(NCc1ccccc1)C1=C[C@@H](c2ccc3c(c2)OCO3)C[C@@H](OCc2ccc(CO)cc2)O1
  A = nt	B = nt	C = nt	D = nt	E = nt	F = -3
15. O=C(O)C[C@H]1c2ccccc2S(=O)(=O)N1C1CCCC1
  A = nt	B = nt	C = nt	D = nt	E = nt	F = 1
16. CC(C)(C)OC(=O)N1CCN(C(=O)OCC2c3ccccc3-c3ccccc32)CC1C(=O)O (stereo not given)
  A = nt	B = nt	C = nt	D = nt	E = nt	F = -15
17. c1ccc(-c2cnnc(-c3ccccn3)n2)cc1
  A = nt	B = nt	C = nt	D = nt	E = nt	F = 1
18. COc1ccc(S(=O)(=O)N2CC(C)N(S(=O)(=O)c3ccc(OC)cc3)CC2C)cc1 (stereo not given)
  A = nt	B = nt	C = nt	D = nt	E = nt	F = 5
19. COC(=O)C1=C(C)N(CCCC(=O)O)C(=O)NC1c1ccc(OC)cc1 (stereo not given)
  A = nt	B = nt	C = nt	D = nt	E = nt	F = 1
20. Cc1nc(-c2ccc(Cl)cc2)sc1C1(C)CC(c2ccccc2)=NO1 (stereo not given)
  A = nt	B = nt	C = nt	D = nt	E = nt	F = -4

2 entries from above, with bars between the fields:
# | structure | PERK inh | Mdm2 ligase inh | zVAD death inh | TNF necrop inh | Cl transport mod | Rad51 HR inh
19 | COC(=O)C1=C(C)N(CCCC(=O)O)C(=O)NC1c1ccc(OC)cc1 (stereo not given) | nt | nt | nt | nt | nt | 1
20 | Cc1nc(-c2ccc(Cl)cc2)sc1C1(C)CC(c2ccccc2)=NO1 (stereo not given) | nt | nt | nt | nt | nt | -4

(more compounds)
Field names: A = PERK inh; B = Mdm2 ligase inh; C = zVAD death inh; D = TNF necrop inh; E = Cl transport mod; F = Rad51 HR inh
21. COc1ccc(CNS(=O)(=O)c2ccc(S(=O)(=O)N3CCCCC3)cc2)cc1
  A = nt	B = nt	C = nt	D = nt	E = nt	F = -9
22. CCN1C(=O)N[C@@H](CCc2ccccc2)[C@H](C(=O)OC)[C@H]1C
  A = nt	B = nt	C = nt	D = nt	E = nt	F = 16
23. COc1ccccc1CNC(=O)c1cc(-c2ccccc2)nn1CC1CC(c2cccc([N+](=O)[O-])c2)=NO1 (stereo not given)
  A = nt	B = nt	C = nt	D = nt	E = nt	F = 4
24. COc1ccc(-c2noc3c2-c2nc(-c4ccc(Br)cc4)sc2CC3)cc1
  A = nt	B = nt	C = nt	D = nt	E = nt	F = 9
25. CC(C)(C)[C@@H]1C=C(C(N)=O)O[C@H](OCCCCO)C1
  A = nt	B = nt	C = nt	D = nt	E = nt	F = -8
26. O=C(NCCN1CCOCC1)C1(C(F)(F)F)C/C(=C\Cc2ccccc2)CCCO1 (stereo not given)
  A = nt	B = nt	C = nt	D = nt	E = nt	F = -4
27. Cc1ccc(/C=N/NC(=O)NC23CC4CC(CC(C4)C2)C3)o1
  A = 0.3	B = -11	C = nt	D = nt	E = 0.029	F = nt
28. Cc1cc(C(=O)N/N=C/c2ccc3c(c2)OCO3)c2ccccc2n1
  A = 0.2	B = -1	C = nt	D = nt	E = 0.77	F = nt
29. Cc1noc(C)c1CSc1nnc2c(C)cc3ccccc3n12
  A = 0.9	B = nt	C = -0.5	D = -2.3	E = nt	F = nt
30. CC1C2=C(CCCC2=O)N(c2cccc3ccccc23)C2=C1C(=O)CCC2
  A = -0.2	B = nt	C = -0.2	D = -2.3	E = nt	F = nt

In another format: entries from further up.
24. COc1ccc(-c2noc3c2-c2nc(-c4ccc(Br)cc4)sc2CC3)cc1
25. CC(C)(C)[C@@H]1C=C(C(N)=O)O[C@H](OCCCCO)C1
26. O=C(NCCN1CCOCC1)C1(C(F)(F)F)C/C(=C\Cc2ccccc2)CCCO1 (stereo not given)
27. Cc1ccc(/C=N/NC(=O)NC23CC4CC(CC(C4)C2)C3)o1
28. Cc1cc(C(=O)N/N=C/c2ccc3c(c2)OCO3)c2ccccc2n1
29. Cc1noc(C)c1CSc1nnc2c(C)cc3ccccc3n12

assay / compound,24,25,26,27,28,29
PERK inh,nt,nt,nt,0.3,0.2,0.9
Mdm2 ligase inh,nt,nt,nt,-11,-1,nt
zVAD death inh,nt,nt,nt,nt,nt,-0.5
TNF necrop inh,nt,nt,nt,nt,nt,-2.3
Cl transport mod,nt,nt,nt,0.029,0.77,nt
Rad51 HR inh,9,-8,-4,nt,nt,nt

(list continues)
Values run as follows: PERK inh, Mdm2 ligase inh, zVAD death inh, TNF necrop inh, Cl transport mod, Rad51 HR inh
(31) CCOC(=O)c1ccc2[nH]c(C)c(CN3CCN(C)CC3)c(=O)c2c1
 : 0.2, nt, -1.0, -1.5, nt, nt
(32) CCOC(=O)C1CCN(C(=O)c2cn(-c3ccccc3)nc2-c2cccnc2)CC1
 : -0.2, nt, -0.3, -2.2, nt, nt
(33) CCOc1ccccc1C(=O)Nc1ccc(-c2nnc(-c3ccc(C)cc3)o2)cc1
 : 0.8, nt, -0.5, 0.3, nt, nt
(34) Cc1ccc2oc(C(=O)Nc3c(C)n(C)n(-c4ccccc4)c3=O)c(C)c2c1
 : 0.7, nt, -0.2, -1.5, nt, nt
(35) CCOC(=O)CN1C(=O)C(Sc2nnc(-c3ccccc3OC)s2)CCc2ccccc21 (stereo not given)
 : 1.2, nt, 0.0, -0.7, nt, nt
(36) CCc1ccc(CNC(=O)C(=O)NCCc2ccc(OC)c(OC)c2)cc1
 : -0.6, nt, -0.2, -7.8, nt, nt
(37) COc1nc(-c2ccc(Cl)cc2)ccc1-c1noc(-c2ccncc2)n1
 : -0.4, nt, 0.2, -0.4, nt, nt
(38) COC(=O)CC(C(=O)Nc1cc(C(=O)OC)cc(C(=O)OC)c1)N1CCN(C)CC1 (stereo not given)
 : 1.6, nt, -0.1, -0.9, nt, nt
(39) Cc1nnc2sc(-c3ccc(NC(=O)c4ccc(-c5ccc(Br)cc5)o4)cc3)nn12
 : 0.1, nt, -0.7, 0.2, nt, nt
(40) CSC1=C(C#N)C(c2cccs2)CC(=O)N1C (stereo not given)
 : -0.5, nt, 0.6, 0.7, nt, nt
(41) CN(C)CCCN1C(=O)C(=O)/C(=C(/O)c2ccc3c(c2)OCO3)C1c1ccco1 (stereo not given)
 : 0.8, nt, -0.1, -2.0, nt, nt
(42) O=C1c2ccc(-c3nc4ccccc4o3)cc2C(=O)N1Cc1ccccc1
 : 0.0, nt, 0.0, -3.9, nt, nt
(43) O=C(NC1CC2CCCC(C1)N2C1CC1)NC12CC3CC(CC(C3)C1)C2 (stereo not given)
 : -0.5, nt, 0.3, -4.0, nt, nt
(44) COc1cc(OC)cc(-c2nnc(SCC(=O)Nc3cc(C)on3)o2)c1
 : 0.3, nt, 0.6, 0.4, nt, nt
(45) CC(C)N(Cc1nnc(-c2ccccc2Cl)o1)C(=O)c1cccc(C#N)c1
 : -0.1, nt, -1.0, -0.4, nt, nt
(46) CCc1nnc2n1N=C(c1ccc(-c3ccc(Cl)cc3Cl)o1)CS2
 : 0.0, nt, 0.2, 0.1, nt, nt
(47) CN(Cc1ccccc1)c1nc2c(c(=O)[nH]c(=O)n2C)n1CCSc1ncccn1
 : 0.9, nt, nt, 0.4, -0.47, nt

One compound at a time (already shown).
`CCc1nnc2n1N=C(c1ccc(-c3ccc(Cl)cc3Cl)o1)CS2` in the list: PERK inh = 0.0; Mdm2 ligase inh = nt; zVAD death inh = 0.2; TNF necrop inh = 0.1; Cl transport mod = nt; Rad51 HR inh = nt
`O=C1c2ccc(-c3nc4ccccc4o3)cc2C(=O)N1Cc1ccccc1` in the list: PERK inh = 0.0; Mdm2 ligase inh = nt; zVAD death inh = 0.0; TNF necrop inh = -3.9; Cl transport mod = nt; Rad51 HR inh = nt

High-throughput results deposited in PubChem by several laboratories.
